Screening data (PubChem BioAssay)
DAGLB inh – DAGLB lipase inhibitors, primary screen, biochemical, fluorescence, HTS. HEK293T DAGLB membrane lysate, EnzChek fluorogenic substrate. inhibition, % at 5.17 µM. hit rate 0.059% among 340,000. AID 504411, 2011; in the data active = inhibition above about 34%;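 also: 0% = enzyme with vehicle and 100% = wells lacking enzyme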
Target sequence (Q8NCG7 whole entry, looked up): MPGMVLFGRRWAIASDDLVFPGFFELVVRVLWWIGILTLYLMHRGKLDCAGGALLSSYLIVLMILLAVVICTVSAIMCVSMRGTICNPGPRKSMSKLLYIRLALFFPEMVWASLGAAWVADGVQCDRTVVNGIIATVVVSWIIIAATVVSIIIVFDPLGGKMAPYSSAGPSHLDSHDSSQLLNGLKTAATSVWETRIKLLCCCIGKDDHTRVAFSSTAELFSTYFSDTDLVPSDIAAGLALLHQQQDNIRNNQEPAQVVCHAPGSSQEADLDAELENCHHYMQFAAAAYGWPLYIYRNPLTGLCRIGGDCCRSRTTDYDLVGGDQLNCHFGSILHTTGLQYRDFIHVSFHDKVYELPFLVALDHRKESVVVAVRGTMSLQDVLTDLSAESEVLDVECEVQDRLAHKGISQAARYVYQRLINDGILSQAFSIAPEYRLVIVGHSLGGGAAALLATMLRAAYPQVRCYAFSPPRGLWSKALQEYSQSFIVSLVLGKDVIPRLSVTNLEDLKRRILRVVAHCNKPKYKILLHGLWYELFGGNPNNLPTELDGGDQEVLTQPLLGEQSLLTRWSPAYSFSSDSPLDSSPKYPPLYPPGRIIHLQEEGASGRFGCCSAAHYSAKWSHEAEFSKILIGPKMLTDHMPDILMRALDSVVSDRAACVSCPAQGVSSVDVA
CAL PDZ FP – CAL PDZ peptide-binding inhibitors, primary screen, biochemical, fluorescence polarization, Cer-tagged CAL PDZ, HTS | Golgi-associated PDZ and coiled-coil motif-containing protein (Homo sapiens), Q9HD26 | purified CAL PDZ, TMR-peptide fluorescence polarization, 1 h | inhibition, % at 20 µM | hit rate 0.02% among 330,000;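 active = highest replicate inhibition of at least 40%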;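 also: plate controls were DMSO neutral control wells for no effect and unlabeled competitor peptide control wells for full effect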
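Test system: purified CerCALP PDZ construct; Compound dosing: one concentration, 20 µM compound; Also added: TMR-labelled reporter peptide T*-PRC34 bound in PDZ groove; Read-out: inhibition from polarization loss; Controls: unlabelled peptide and DMSO controls; Signal: FP readout, S and P plane fluorescence; Incubation: 1 h at RT.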
phage Ecoli inh – growth loss of phage-infected E. coli, primary screen, RecBCD inhibitor project, absorbance, with phage, HTS; inhibition, % at 11.9 µM; hit rate 0.26% among 360,000; in the data active = inhibition above about 11%
Wnt act – Wnt/beta-catenin pathway activators, primary screen, cell-based, plate reader, single point | Wnt/beta-catenin reporter cell assay, activator | activation, % at 9.35 µM | hit rate 1.2% among 300,000; in the data active = activation above about 30%, passing the limit was not always enough;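 also: 0% = neutral control wells and 100% = positive control wells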
PfHsp90 yeast 2 – growth inhibition of PfHsp90-expressing yeast, primary screen, antimalarial PfHsp90 inhibitor project, S. cerevisiae, BacTiter-Glo luminescence, single point, set 2; BacTiter-Glo ATP, 48 h; yeast lacking PDR1 and PDR3 efflux regulators; inhibition, % at 9.4 µM; hit rate 0.32% among 310,000; AID 504621, 2011;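 active = every replicate shows inhibition above about 80%, whatever the replicate mean, limit read from the data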;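 also: 0% = DMSO neutral controls and 100% = 20 µM radicicol positive controls; yeast relying on Plasmodium falciparum Hsp90 in place of its own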
AddAB inh – growth inhibition of E. coli expressing H. pylori AddAB, primary screen, AddAB inhibitor project, absorbance | hit rate 0.29% among 330,000 | inhibition, % at 11.9 µM | AID 435030, 2010; in the data active = inhibition above about 12%;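 also: 0% = vehicle wells of infected cells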
Rtt109 HAT inh – inhibitors of C. albicans Rtt109/Vps75 HAT, primary screen, biochemical, ThioGlo CoA-SH fluorescence, plate reader; Histone acetyltransferase RTT109 (Candida albicans (strain SC5314 / ATCC MYA-2876)), …; purified Rtt109/Vps75, 4 h; inhibition, % at 34.9 µM; hit rate 0.16% among 330,000;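 active = inhibition of at least 50% in every replicate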
PvdQ inh – P. aeruginosa PvdQ acylase inhibitors, primary screen, biochemical, fluorescence, plate reader and imaging, single point; purified PvdQ acylase; inhibition, % at 10 µM; PvdQ acylase [Pseudomonas aeruginosa LESB58]; AID 488965, 2010; hit rate 0.063% among 340,000; in the data active = inhibition above about 30%, passing the limit was not always enough;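 also: 0% = vehicle neutral wells and 100% = reference inhibitor wells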
E coli growth – E. coli V3065 growth inhibition, primary screen, counter-screen for AddAB inhibitor project, absorbance, OD600 | hit rate 0.27% among 330,000 | 18 h | inhibition, % at 11.9 µM | AID 449728, 2010;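 active = inhibition above the campaign's mean inhibition across all tested compounds plus 3 SD, cut at about 9.9% in these data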;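 also: uninfected addAB+ strain grown without phage in ampicillin broth; 0% = DMSO wells and 100% = ciprofloxacin 0.95 µg/ml wells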
Tat transport – E. coli Tat export inhibitors, primary screen, MC4100, TorA-mCherry reporter, fluorescence, single point. inhibition, % at 10 µM. AID 488895, 2010. hit rate 0.036% among 340,000;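 active = mean replicate inhibition at least 50% and at least half of replicates individually reaching 50%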;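 also: exported cargo escapes ClpAP degradation while cytoplasmic cargo is degraded and loses fluorescence; 0% = median of neutral control wells and 100% = median of NaSCN control wells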
* marks the source's active call; other numbers are inactive results; x = not tested or not shown. Random draw from the library. About 1.9% of those tested had a hit in this group.

molecule,DAGLB inh,CAL PDZ FP,phage Ecoli inh,Wnt act,PfHsp90 yeast 2,AddAB inh,Rtt109 HAT inh,PvdQ inh,E coli growth,Tat transport
CC(C)Sc1nc2ccccc2n1CC(=O)NCc1ccc2c(c1)OCO2,0,-2.3,2.6,-1,18,1.0,-7,-9,1.5,-10
COc1ccc(-c2noc(N3CCC(C(=O)N4CCN(c5ccccn5)CC4)CC3)n2)cc1,-5,-2.4,2.8,-2,-18,1.7,6,-6,1.2,-5
Cc1nn(-c2ccccc2)c(Cl)c1C(=O)OCC(=O)N(C)c1c(N)n(Cc2ccccc2)c(=O)[nH]c1=O,3,-2.6,5.4,-2,25,1.4,1,-12,-0.2,0
CCCCSc1nnc2n(CCc3ccccc3)c(=O)c3c4c(sc3n12)COC(C)(C)C4,1,-0.9,3.6,-1,14,2.4,-1,1,-1.0,24
O=C(CN(Cc1cccs1)C(=O)CNS(=O)(=O)c1ccc(F)cc1)NCc1ccco1,-3,-0.8,-0.2,-2,-1,0.2,-18,-4,0.4,9
CSc1ncccc1C(=O)OCC(=O)N(C)C1CCS(=O)(=O)C1 (configuration not stated),-1,-0.4,0.6,x,5,-1.0,3,-11,3.7,-18
NC(=S)n1[nH]c(-c2ccccc2)c(N=Nc2ccccc2C(=O)N2CCOCC2)c1=O,9,0.3,2.2,x,-18,-1.3,1,-9,-1.6,-5
COc1ccccc1NC(=O)N[C@@H](Cc1c[nH]c2ccccc12)C(=O)NN,5,-2.0,2.2,-2,29,x,-6,-1,x,17
CCOc1ncccc1C(=O)N(CC)CC(=O)NCc1ccc(Cl)cc1,-2,-1.6,0.2,0,10,1.7,-2,-8,-0.8,-9
O=C(c1ccc(Cl)c(Cl)c1)N1CCC(=O)N(C(COCc2ccc(Cl)cc2)Cc2ccccc2)CC1 (configuration not stated),-7,0.6,-3.3,1,-64,5.0,-23,1,-0.8,10
O=C(C1CCN(S(=O)(=O)c2ccccc2)CC1)N1CCc2ccccc21,-2,-0.5,2.6,1,-10,-0.3,-5,-2,-5.5,6
CSc1ncccc1C(=O)NC1CCCCCC1,0,-1.7,3.1,-1,-3,1.4,2,1,1.5,-9
COc1ccc(NC(=O)c2sccc2C)c([N+](=O)[O-])c1,-8,-1.1,3.5,-2,-9,-0.7,1,-6,-0.9,-2
Cc1ccc(S(=O)(=O)CCc2nc3ccccc3n2CCC#N)cc1,0,-0.4,1.7,x,-3,-0.5,5,-7,-0.2,2
O=C(O)c1nn2c(c1Br)NC(c1ccccc1)CC2C(F)(F)F (configuration not stated),-5,0.3,1.4,x,14,-1.3,-7,-16,-1.4,-11
CC(O/N=C\c1ccccc1O)C(=O)Nc1ccccc1C(=O)N1CCOCC1 (configuration not stated),-1,-2.1,2.1,-4,2,1.0,-3,-11,-1.1,1
CC1CCCC(NC(=O)CNCc2ccccc2F)C1C (configuration not stated),-2,-1.9,0.8,0,x,-1.1,14,-17,-2.9,1
CCn1cc(/C=N/NC(=O)c2ccc(C#N)cc2F)c2ccccc21,1,-0.5,2.7,x,0,-1.3,16,-3,-0.3,5
O=C(N/N=C/c1ccc(Cl)c([N+](=O)[O-])c1)c1ccc2nc[nH]c2c1,-2,-1.3,3.6,-2,28,-0.7,-11,-3,-3.1,5
CC(=O)c1cccc(NC(=O)Cn2cnc(S(=O)(=O)N3CCCC3)c2)c1,2,-0.4,4.1,-2,20,6.0,-4,-3,-1.5,-9
COC(=O)C1=C(N)Oc2cc(N(C)C)ccc2C1c1ccccc1OC (configuration not stated),0,-3.2,1.5,x,-6,-0.2,x,-3,0.3,21
COc1ccc(C=C(c2ccc(OC)cc2)c2ccc(OC)cc2)cc1,-15,-3.0,2.0,x,24,4.1,-2,-28,2.2,3
COCC(=O)Nc1ccc2c(c1)OCC(=O)N2Cc1ccc(C)cc1,-3,-0.1,2.8,4,-5,2.7,-3,-4,0.6,8
Cc1ccc(-c2noc(C3CCN(S(=O)(=O)c4ccc5c(c4)OCCO5)CC3)n2)o1,-6,0.1,1.8,0,-19,2.5,11,7,-2.5,0
Cn1cnnc1SCC(=O)OCN1C(=O)c2ccccc2C1=O,-1,0.2,2.9,1,18,2.9,-5,-2,-2.0,-9
CCCc1cc(=O)[nH]c(SCC(=O)Nc2cc(S(=O)(=O)N3CCCCC3)ccc2C)n1,1,-1.1,1.8,-2,19,-0.5,1,-1,-0.2,2
O=C(NC(=S)NNC(=O)c1cccs1)c1ccccc1,2,-2.1,-2.6,6,30,-2.5,-2,-10,-7.2,-7
Cc1ccc(S(=O)(=O)N(C)c2ccc(OC(=O)CN3C(=O)NC4(CCCC4)C3=O)cc2)cc1C,-1,-2.3,3.5,-1,x,0.9,3,-6,0.4,-1
Cc1cc(=O)n2c3ccccc3n(CC(O)CN3CCCC3)c2c1C#N (configuration not stated),3,0.4,0.9,-4,-2,1.8,3,-1,0.6,-3
CCCc1nnc(SCC(=O)N2C(C)CCCC2C)n1CC1CCCO1 (configuration not stated),1,x,0.8,1,2,1.9,-1,-18,2.6,7
CCC(Cc1ccccc1)NS(=O)(=O)c1ccc2c(c1)NC(=O)CS2 (configuration not stated),0,-0.3,0.5,-2,-9,-2.7,1,-3,-3.1,-5
Cc1cc(C)cc(NC(=S)NCc2ccc3c(c2)OCO3)c1,-1,-1.9,1.4,-5,-8,0.0,-4,-22,-1.9,1
CN(c1ccccc1)C(c1ccc(F)cc1)c1nnnn1C1CCCC1 (configuration not stated),-7,-0.6,4.0,-3,x,0.3,4,-8,-1.7,-3
CC1C(c2ccc3c(c2)OCO3)c2cc3c(cc2OC1N1CCOCC1)OCO3 (configuration not stated),-4,-0.8,2.7,-3,15,x,0,9,x,-10
CCc1cccc(C)c1NC(=O)CSc1nc(C)c(C)o1,3,-0.3,0.6,0,10,1.0,-5,9,-0.2,-2
COc1cc2c(cc1NCc1ccccn1)oc1ccccc12,1,-0.8,3.0,24,-4,1.8,-1,-1,-1.5,3
COc1ccccc1C(=O)Nc1ccc2nc3n(c(=O)c2c1)CCCC3,-2,-5.5,2.1,2,1,0.2,5,-5,1.4,-4
COC(=O)c1cc2n(n1)CCN(Cc1ccccc1F)C2=O,-4,1.5,2.1,x,-15,2.7,3,-17,-0.7,-1
CC(Sc1nc2c(cc1C#N)CCCCC2)C(=O)O (configuration not stated),x,x,4.3,-2,x,-0.7,x,x,1.2,x
CC(C)NS(=O)(=O)c1ccc(OCC(=O)N2CCCC2)c(Cl)c1,-6,-0.5,2.7,x,x,1.2,-16,4,0.2,-1
CN(CC(=O)Nc1ccc(Cl)c(C(F)(F)F)c1)C(=O)CCNC(=O)c1ccco1,2,-1.9,-0.7,0,-19,2.8,-2,-7,1.6,8
O=C(NC1CC1)c1cccc(Nc2ccc(-c3ccc4c(c3)OCCO4)nn2)c1,0,-2.0,3.5,x,24,1.7,18,-7,-1.1,4
Cc1cc(OCC(=O)c2ccc(F)cc2)ccc1N1C(=O)CCC1=O,0,-2.1,2.2,0,-10,1.1,10,-11,-1.4,-8
CN(Cc1ccccc1)S(=O)(=O)c1ccc2c(c1)n(C)c(=O)n2C,2,x,2.8,-2,20,1.2,6,14,-0.6,-2
O=C(COC(=O)c1c[nH]c2ccccc12)Nc1ccccc1,-2,-0.3,1.9,-3,-11,1.2,4,-9,-0.9,3
CCc1ccc(NC(=O)COC(=O)C2(c3ccc(Cl)cc3)CCCC2)cc1,-20,-1.6,2.6,-1,-32,2.0,6,-13,0.8,-4
COc1ccc(-c2nnc(SC(C)C#N)o2)cc1 (configuration not stated),1,-0.2,-0.5,10,11,1.3,7,-12,0.7,-2
O=C(Nc1cc2c(=O)n(-c3ccc(Oc4ccccc4)cc3)ccc2oc1=O)c1ccccc1,-1,-0.8,3.0,-23,3,-0.6,-22,-16,0.4,-6
Cn1c(=O)oc2cc(S(=O)(=O)N3CCN(c4ccccc4)CC3)ccc21,-2,-1.4,2.5,x,-43,1.9,-3,-14,1.4,-9
CN(C(=O)/C=C/c1ccc2c(c1)OCO2)c1ccccc1,-4,-1.4,-2.4,14,0,1.1,7,-2,1.4,2
CC(C)N(Cc1nc(-c2ccccc2)no1)C(=O)Cc1ccccc1,-3,-0.4,0.1,2,-19,0.0,-5,-16,-0.8,6
CC1CCCCN1S(=O)(=O)c1ccc(C(=O)Nc2nnc(-c3cccs3)o2)cc1 (configuration not stated),10,-2.9,-3.6,x,13,-3.9,17,2,-2.1,1
COc1ccccc1C(=O)N1CCN(c2ccccn2)CC1,0,-1.5,0.8,-2,-2,1.1,0,-12,-1.2,-3
O=C(COc1ccc(S(=O)(=O)N2CCCC2)cc1)NCc1ccccn1,1,-1.4,1.6,-3,-1,2.7,-10,-14,-1.1,-3
N#C/C(=C\c1c[nH]c2ccccc12)C(=O)NCC1CCCO1 (configuration not stated),-2,-1.4,4.2,-1,7,5.4,-2,8,2.4,-4

Reformatted with each value named: 2 of the compounds above
> CC(C)N(Cc1nc(-c2ccccc2)no1)C(=O)Cc1ccccc1
  DAGLB inh: -3
  CAL PDZ FP: -0.4
  phage Ecoli inh: 0.1
  Wnt act: 2
  PfHsp90 yeast 2: -19
  AddAB inh: 0.0
  Rtt109 HAT inh: -5
  PvdQ inh: -16
  E coli growth: -0.8
  Tat transport: 6

> COc1ccccc1C(=O)N1CCN(c2ccccn2)CC1
  DAGLB inh: 0
  CAL PDZ FP: -1.5
  phage Ecoli inh: 0.8
  Wnt act: -2
  PfHsp90 yeast 2: -2
  AddAB inh: 1.1
  Rtt109 HAT inh: 0
  PvdQ inh: -12
  E coli growth: -1.2
  Tat transport: -3
